Screening data from PubChem.
APJ agonist: agonists of human APJ apelin receptor; 330,000 tested, 0.11% active; activation, % at 20 µM; CHO-K1 APJ PathHunter beta-arrestin, luminescence; 0% DMSO wells, 100% apelin; P35414;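 active = activation more than six SD over the plate average, tested at 20 µM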;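 also: 0% = DMSO alone and 100% = apelin-13 at 10 nM; some results filed as inactive read as strong as hits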
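Test system – PathHunter CHO-K1 APJ (AGTRL-1) beta-arrestin reporter cells · Input – 1000 cells/well · Compound – single test compound dose, 20 µM final, 1% DMSO · Times – compound stimulation 90 min at 25 °C, detection 60 min · Technique – beta-gal luminescence · Read-out basis – APJ–arrestin association signal · Control set – negative DMSO alone, positive Apelin-13 at 10 nM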
ATG4B inhibitor: ATG4B (human) cysteine protease inhibition | ATG4B cleavage of LC3-PLA2, NBD-HPC fluorescence, 1 h | inhibition, % at 8.33 µM | 340,000 tested, 0.51% active; in the data active = inhibition above about 40%
Target sequence (Q9Y4P1 whole entry, looked up): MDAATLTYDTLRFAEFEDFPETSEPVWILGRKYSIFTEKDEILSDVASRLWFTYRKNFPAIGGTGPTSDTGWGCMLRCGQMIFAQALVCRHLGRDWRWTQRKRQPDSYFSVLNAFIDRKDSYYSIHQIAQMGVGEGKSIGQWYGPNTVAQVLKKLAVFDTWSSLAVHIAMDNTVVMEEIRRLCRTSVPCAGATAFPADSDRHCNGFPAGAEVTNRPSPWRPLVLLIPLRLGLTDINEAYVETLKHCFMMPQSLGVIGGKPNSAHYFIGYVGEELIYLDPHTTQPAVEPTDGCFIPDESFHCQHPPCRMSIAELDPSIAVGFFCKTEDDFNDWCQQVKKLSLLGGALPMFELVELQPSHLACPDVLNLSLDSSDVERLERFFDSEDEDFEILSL
UBC13 polyUb: blocks human UBC13 polyubiquitin chain formation; P61088; TR-FRET; inhibition, % at 20 µM; 330,000 tested, 0.47% active; in the data active = inhibition above about 45%, passing the limit was not always enough
Target sequence (P61088 whole entry, looked up): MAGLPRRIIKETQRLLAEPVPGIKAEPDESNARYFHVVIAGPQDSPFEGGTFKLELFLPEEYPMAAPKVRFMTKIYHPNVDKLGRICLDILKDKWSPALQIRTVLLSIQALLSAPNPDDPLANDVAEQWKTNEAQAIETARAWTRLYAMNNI
CCR6 antagonist: antagonists of human CCR6 receptor; 340,000 tested, 0.49% active; inhibition, % at 20 µM; CHO-K1 CCR6 PathHunter beta-arrestin, luminescence, CCL20-stimulated; P51684; AID 493098;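 active = compounds whose inhibition of the agonist-driven luminescence signal at 20 µM reaches about 50%, limit read from the data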;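 also: cells stimulated with CCL20 at 14 nM final; plate controls were DMSO with CCL20 for no effect and DMSO without agonist for full effect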
APJ antagonist: APJ receptor antagonism; P35414; CHO-K1 APJ beta-arrestin complementation, luminescence; inhibition, % at 20 µM; 330,000 tested, 0.32% active;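 active = inhibition above about 40% at 20 µM, limit read from the data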;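 also: cells challenged with 10 nM apelin-13 agonist together with compound; plate controls were apelin-13 plus DMSO wells for no effect and DMSO wells lacking apelin-13 for full effect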
Gli-Sufu antag: antagonists of Gli-Sufu signaling | 340,000 tested, 0.74% active | AID 588413 | inhibition, % at 5 µM | Sufu-KO-LIGHT fibroblasts, Gli luciferase reporter luminescence;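 active = inhibition above about 55%, limit read from the data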;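 also: 0% = DMSO-treated cells and 100% = wells with medium but no cells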
CXCR6 inh: CXCR6 (human) receptor inhibition. O00574. CHO-K1 PathHunter CXCR6 beta-arrestin, luminescence. inhibition, % at 20 µM. 360,000 tested, 0.36% active; in the data active = inhibition above about 34%, passing the limit was not always enough;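 also: antagonist mode with CXCL16 agonist at 10 nM final; 0% = 10 nM CXCL16 with DMSO and 100% = unstimulated wells without agonist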
Target sequence (O00574 whole entry, looked up): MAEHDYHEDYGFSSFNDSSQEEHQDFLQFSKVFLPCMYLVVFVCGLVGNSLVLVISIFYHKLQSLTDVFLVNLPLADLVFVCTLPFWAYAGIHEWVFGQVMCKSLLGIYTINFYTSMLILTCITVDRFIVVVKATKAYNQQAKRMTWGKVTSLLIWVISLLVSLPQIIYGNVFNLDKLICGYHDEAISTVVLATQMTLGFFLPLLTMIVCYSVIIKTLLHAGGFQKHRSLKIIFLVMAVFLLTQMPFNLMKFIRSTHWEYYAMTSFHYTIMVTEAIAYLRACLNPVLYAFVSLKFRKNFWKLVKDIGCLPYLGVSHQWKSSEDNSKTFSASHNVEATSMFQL
EBI2 antag: antagonists of human EBI2 receptor | P32249 | EBI2 beta-arrestin recruitment, luminescence, 7a,25-OHC stimulated | inhibition, % at 5 µM | 360,000 tested, 0.81% active | AID 651636; in the data active = inhibition above about 38%;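 also: enzyme fragment complementation signal reports receptor beta-arrestin coupling in cells; 0% = agonist plus DMSO wells and 100% = wells without agonist; some results beyond the cut were filed as inactive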
* = called active by the depositor; . = not tested or not shown; & = joins results of further samples. This is a random part of the collection. Share with any hit: about 3%.

The line under a structure holds: APJ antagonist	CCR6 antagonist	CXCR6 inh	Gli-Sufu antag	APJ agonist	EBI2 antag	ATG4B inhibitor	UBC13 polyUb
- CCc1ccccc1NC(=O)Nc1ccsc1C(=O)OC
→ 6	5	5	-2	-6	2	-3	0
- CCc1cc2c(Nc3ccc(O)cc3)nc(C)nc2s1
→ 16	-2	-7	.	2	10	3	1
- CCOc1ccc(C(=O)COC(=O)CNC(=O)C2CCCCC2)cc1
→ 18	-7	9	8	-2	-2	-10	-5
- CCN(CC)C(=O)CCc1nnc(Cc2cccc(C(F)(F)F)c2)o1
→ -1	2	3	-33	-3	11	5	10
- CC1=C(C(=O)Nc2ccc(C)cc2)C(c2ccc(C)o2)C2=C(CC(C)(C)CC2=O)N1 (stereo not drawn)
→ 8	8	10	31	-3	4	-4	8
- Cc1ccc(S(=O)(=O)N2CCC[C@H]2C(=O)OCCN2C(=O)c3ccccc3C2=O)cc1
→ 17	-4	-3	-6	3	-6	-14	-14
- O=C(NCc1ccccc1)NC1CCS(=O)(=O)C1 (stereo not drawn)
→ 0	12	-13	-9	1	0	9	-8
- COc1ccccc1C(=O)Nc1ccc2c(c1)nc(CCNC(=O)c1ccco1)n2C
→ -3	-6	-2	-12	-2	-5	-8	-2
- O=C(COC(=O)[C@H](Cc1ccccc1)NC(=O)c1cccs1)Nc1c(Cl)cccc1Cl
→ 2	-3	-13	.	-1	-2	-1	8
- COc1ccc(Br)cc1/C=N/NC(=O)c1cccnc1
→ -12	-2	-7	-5	-1	-21	2	4
- CCOc1ccccc1NC(=O)CSc1nccn1-c1ccccc1
→ 14	-7	0	2	-2	-4	-4	8
- O=C(N/N=C/c1ccc2cccc(OCc3ccccc3)c2n1)c1ccc(Br)cc1
→ 4	0	-3	5	-4	9	-24	14
- CC1=NN(C(=S)Nc2ccccc2)C(C)(C)C1
→ 16	-12	-3	0	-4	-1	-2	4
- O=C(NCc1cccnc1)Nc1ccc(Cl)cc1Cl
→ 4	-5	5	12	1	-11	-3	-4
- COCc1cc(C)n(CC(=O)Nc2ccc(N3CCOCC3)c(Cl)c2)c(=O)c1C#N
→ 11	13	5	17	-2	1	6	-5

Of the compounds above, these have bromine.
The line under a structure holds: APJ antagonist	CCR6 antagonist	CXCR6 inh	Gli-Sufu antag	APJ agonist	EBI2 antag	ATG4B inhibitor	UBC13 polyUb
- COc1ccc(Br)cc1/C=N/NC(=O)c1cccnc1
→ -12	-2	-7	-5	-1	-21	2	4
- O=C(N/N=C/c1ccc2cccc(OCc3ccccc3)c2n1)c1ccc(Br)cc1
→ 4	0	-3	5	-4	9	-24	14

Next part:
The line under a structure holds: APJ antagonist	CCR6 antagonist	CXCR6 inh	Gli-Sufu antag	APJ agonist	EBI2 antag	ATG4B inhibitor	UBC13 polyUb
- CC(Oc1ccc(Cl)cc1)C(=O)Nc1ccc(S(=O)(=O)Nc2nccs2)cc1 (stereo not drawn)
→ -2	-6	1	0	1	0	-5	-3
- O=C(NCCO)C(F)(F)C(F)(F)C(F)(F)OC(F)(C(=O)NCCO)C(F)(F)F (stereo not drawn)
→ 0	0	-2	-7	-1	-7	-12	0
- S=C(Nc1ccccc1Cl)N1CCOCC1
→ -15	0	-1	-9	-1	-12	0	-13
- CCOC(=O)c1ccc2[nH]c(C)c(CCC(C)=O)c(=O)c2c1
→ 29	-6	13	-10	0	1	2	8
- O=[N+]([O-])c1ccc(N2CCSCC2)cc1
→ -7	24	-2	10	-4	8	-2	-10
- O=[N+]([O-])c1ccc(P(=O)(Cc2ccccc2)c2ccccc2O)cc1 (stereo not drawn)
→ -10	21	14	18	-5	-10	1	-13
- COc1cc(C(F)(F)F)c(C(=O)N(C)Cc2cccc(Cl)c2)cn1
→ -5	5	7	10	0	14	-8	5
- O=c1[nH]c(SCCOc2cccc3ccccc23)nc2ccccc12
→ 13	6	-3	-2	-4	2	5	3
- COc1ccc(C(=O)NC2CC2)cc1OC1CCN(Cc2ccccc2F)CC1
→ 10	-1	-10	18	-4	1	-2	5
- CC(C(O)c1ccc(O)cc1)N1CCC(Cc2ccccc2)CC1 (stereo not drawn)
→ 9&-1	5&1&-6	0&0&-4	-2&-17&-3	-2&2	2&-7&4	-1&0&3	-2&2
- OCC(CO)(CO)NCC(O)CN1c2ccccc2Sc2ccccc21 (stereo not drawn)
→ -11	-3	-3	42	-6	3	9	0
- Cc1cc(-c2nn(C)c(=O)c3ccccc23)cc(C)c1O
→ -11	3	5	-9	-4	-14	0	6
- CCCCCCS(=O)Cc1ccccc1 (stereo not drawn)
→ 2	5	10	-6	-3	2	-8	7
- O=C(O)c1cc(-c2ccccc2)n(-c2ccccc2)n1
→ -5	-9	-2	11	-2	0	8	-4
- O=C(NCCCl)NNc1c(Cl)cc(Cl)cc1Cl
→ 39	27	11	-1	-9	1	4	-3
- CC(C)Cn1c(N)c(C(=O)COC(=O)c2cc(-c3ccccc3)nc3ccccc23)c(=O)n(C)c1=O
→ 23	15	10	10	5	19	-4	7
- COc1cccc(NC(=O)N2CCC(NC(=O)C(Cc3cccc(C)c3)NC(C)=O)CC2)c1 (stereo not drawn)
→ -2	12	4	-12	1	5	4	1
- Cc1ccc(S(=O)(=O)N2CCN(C(=O)CSc3nc(N)cc(=O)[nH]3)CC2)c(C)c1
→ 13	3	2	-1	-2	-12	-9	0
- Cc1ccc(Oc2coc3cc(OC(=O)c4cccs4)ccc3c2=O)cc1
→ 1	23	3	-32	-3	2	12	-6
- COc1ccccc1OCC(=O)Nc1nc(C)c(C)s1
→ 15	9	6	-28	-3	-8	-6	1
- COc1ccc(C(=O)OCCCOC(=O)c2ccc(OC)cc2OC)c(OC)c1
→ -3	7	3	1	-2	-6	-8	2
- O=C(Nc1ccccc1)c1ccc2ccccc2n1
→ -8	16	-12	-75	-5	5	-7	0
- CN1CCN(C(=O)c2ccc3c(c2)N(Cc2cccc(Cl)c2)C(=O)c2ccccc2S3=O)CC1 (stereo not drawn)
→ -5	-8	5	6	-1	-3	-3	-1
- O=C(c1ccccc1)N(Cc1ccco1)C1CCS(=O)(=O)C1 (stereo not drawn)
→ 1	-11	4	-3	-4	-6	-5	-1
- COc1ccccc1CCNC(=O)COc1cccc2c1OC(C)(C)C2
→ 0	-4	6	12	-6	18	7	-2
- CCCCNC(=O)C(=O)NCC1CCCN1S(=O)(=O)c1cccs1 (stereo not drawn)
→ 3	-2	5	-6	-1	-3	-2	-2
- CC1CCCC(C)N1C(=O)Cn1cnc2cc([N+](=O)[O-])ccc2c1=O (stereo not drawn)
→ -31	-1	-21	4	0	-6	7	-6
- CCCCCOc1ccc(C(=O)OCC(=O)Nc2cc(C)c(C)cc2[N+](=O)[O-])cc1
→ 19	13	4	2	-1	0	-5	1
- O=S(=O)(CCSc1ccc(C(F)(F)F)cn1)c1ccccc1
→ 2	6	0	2	0	7	3	10
- Cc1c(Br)cc(-c2nnco2)cc1Br
→ -3	-1	5	2	-2	1	8	9

13 structures from above, sorted by number of heavy atoms, low to high.
The line under a structure holds: APJ antagonist	CCR6 antagonist	CXCR6 inh	Gli-Sufu antag	APJ agonist	EBI2 antag	ATG4B inhibitor	UBC13 polyUb
- Cc1c(Br)cc(-c2nnco2)cc1Br
→ -3	-1	5	2	-2	1	8	9
- S=C(Nc1ccccc1Cl)N1CCOCC1
→ -15	0	-1	-9	-1	-12	0	-13
- CC1=NN(C(=S)Nc2ccccc2)C(C)(C)C1
→ 16	-12	-3	0	-4	-1	-2	4
- O=C(NCc1ccccc1)NC1CCS(=O)(=O)C1 (stereo not drawn)
→ 0	12	-13	-9	1	0	9	-8
- O=C(Nc1ccccc1)c1ccc2ccccc2n1
→ -8	16	-12	-75	-5	5	-7	0
- O=C(O)c1cc(-c2ccccc2)n(-c2ccccc2)n1
→ -5	-9	-2	11	-2	0	8	-4
- O=S(=O)(CCSc1ccc(C(F)(F)F)cn1)c1ccccc1
→ 2	6	0	2	0	7	3	10
- CC(C(O)c1ccc(O)cc1)N1CCC(Cc2ccccc2)CC1 (stereo not drawn)
→ 9&-1	5&1&-6	0&0&-4	-2&-17&-3	-2&2	2&-7&4	-1&0&3	-2&2
- CC1CCCC(C)N1C(=O)Cn1cnc2cc([N+](=O)[O-])ccc2c1=O (stereo not drawn)
→ -31	-1	-21	4	0	-6	7	-6
- O=C(NCCO)C(F)(F)C(F)(F)C(F)(F)OC(F)(C(=O)NCCO)C(F)(F)F (stereo not drawn)
→ 0	0	-2	-7	-1	-7	-12	0
- O=C(N/N=C/c1ccc2cccc(OCc3ccccc3)c2n1)c1ccc(Br)cc1
→ 4	0	-3	5	-4	9	-24	14
- COc1ccccc1C(=O)Nc1ccc2c(c1)nc(CCNC(=O)c1ccco1)n2C
→ -3	-6	-2	-12	-2	-5	-8	-2
- COc1cccc(NC(=O)N2CCC(NC(=O)C(Cc3cccc(C)c3)NC(C)=O)CC2)c1 (stereo not drawn)
→ -2	12	4	-12	1	5	4	1

Remaining list, next part.
The line under a structure holds: APJ antagonist	CCR6 antagonist	CXCR6 inh	Gli-Sufu antag	APJ agonist	EBI2 antag	ATG4B inhibitor	UBC13 polyUb
- Cc1cc(Cl)c(S(=O)(=O)N2CCN(c3ccccn3)CC2)cc1OCC(N)=O
→ 10	9	-6	2	-1	-9	-10	7
- COc1cc2ncnc(NCc3ccccc3F)c2cc1OC
→ -12	5	6	5	-3	3	-8	1
- Cc1ccc(S(=O)(=O)N2CC(C)N(C(=O)N3CCOCC3)C2)cc1 (stereo not drawn)
→ 17	-11	-2	4	-4	-8	-4	4
- COc1ccc(S(=O)(=O)Nc2cccc(C)c2C)c2cccnc12
→ 21	-7	5	-12	1	3	-8	0
- O=C(Nc1nc(-c2ccc(F)cc2)cs1)c1ccc(N2C(=O)CCC2=O)cc1
→ -72	-1	-7	3	3	4	3	9
- COc1ccc(C(=O)C2CCCN(C(=O)c3ccc(CSC)o3)C2)cc1F (stereo not drawn)
→ 11	5	-4	-4	-4	4	1	7
- CCOc1ccc(CC(=O)N/N=C/c2cccnc2)cc1
→ -33	-5	-14	7	4	-4	-9	-12
- Cc1cc(C)cc(-n2nnnc2SCC(=O)Nc2nc(-c3ccc(Cl)cc3)cs2)c1
→ 10	11	0	-1	-1	8	-3	-6
- CCOc1ccc(C(=O)N2CCN(c3ccccc3)CC2)cc1OCC
→ -4	-12	-10	0	-2	5	-7	0
- CCOc1ccc(C(c2c(O)nc(SC)n(C)c2=O)c2c(O)nc(SC)n(C)c2=O)cc1
→ 14	3	5	3	-3	-9	-2	2
- CC1CCCC(C)N1/N=C/c1ccc(O)c(O)c1 (stereo not drawn)
→ 1	-2	2	2	1	-2	1	8
- CC(=O)Nc1ccc(S(=O)(=O)Nc2nc(CN3CCOCC3)nc3sc4c(c23)CCCC4)cc1
→ 5	4	5	-8	-1	-1	0	5
- CCS(=O)(=O)N1Cc2ccccc2CC1C(=O)NC(C)C12CC3CC(CC(C3)C1)C2 (stereo not drawn)
→ 10	30	6	10	-1	19	-23	9
